Assay outcomes from PubChem.
L3MBTL1 block: qHTS Assay for the Inhibitors of L3MBTL1; AlphaScreen L3MBTL1–H3K9me1 peptide binding; hit rate 0.66% among 230,000; Lethal(3)malignant brain tumor-like protein 1 (Homo sapiens), Q9Y468; Potency, µM (top dose mostly 57.1 µM), for the others: top-dose activity, negative = inhibition, usual class: inhibitors; active = well fitted inhibition curve with a large enough effect; note: nearly all actives have a fitted effect of over 60% in size
Target sequence (Q9Y468 whole entry, looked up): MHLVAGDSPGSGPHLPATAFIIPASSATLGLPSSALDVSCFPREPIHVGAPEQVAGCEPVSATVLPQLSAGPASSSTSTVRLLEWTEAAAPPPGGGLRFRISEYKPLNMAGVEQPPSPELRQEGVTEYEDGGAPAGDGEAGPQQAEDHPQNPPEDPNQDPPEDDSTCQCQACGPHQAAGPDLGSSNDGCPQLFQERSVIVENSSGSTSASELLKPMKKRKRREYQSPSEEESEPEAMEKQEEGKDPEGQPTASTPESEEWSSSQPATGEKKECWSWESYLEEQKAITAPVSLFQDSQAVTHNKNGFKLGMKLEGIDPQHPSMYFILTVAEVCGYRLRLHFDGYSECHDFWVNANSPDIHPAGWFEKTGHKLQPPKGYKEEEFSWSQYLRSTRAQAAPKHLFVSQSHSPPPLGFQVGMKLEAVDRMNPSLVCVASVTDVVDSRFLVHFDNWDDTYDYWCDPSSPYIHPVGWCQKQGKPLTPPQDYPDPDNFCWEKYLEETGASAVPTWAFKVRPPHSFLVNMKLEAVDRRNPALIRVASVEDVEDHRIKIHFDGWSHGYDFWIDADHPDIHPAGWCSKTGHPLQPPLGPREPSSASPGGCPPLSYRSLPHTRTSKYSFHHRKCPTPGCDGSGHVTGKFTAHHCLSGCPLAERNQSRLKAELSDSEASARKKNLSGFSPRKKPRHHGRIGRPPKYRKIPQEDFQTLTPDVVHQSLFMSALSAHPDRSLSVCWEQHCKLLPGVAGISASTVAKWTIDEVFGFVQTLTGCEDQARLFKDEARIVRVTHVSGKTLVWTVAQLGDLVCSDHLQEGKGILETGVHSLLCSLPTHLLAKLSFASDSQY
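Displacement of a biotinylated histone H3(1-15) peptide monomethylated at Lys9 (75 nM) from L3MBTL1 (50 nM) was measured by AlphaScreen after a 30 min room-temperature compound incubation; cefsulodin titration served as intraplate control.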
Numbers without * were called inactive; [ ] = another dose, or the depositor's remark. % is set by controls: 0 for no effect and ±100 for the full control effect; potency is the fitted concentration of half-maximal effect.

SMILES	L3MBTL1 block
Cc1cnc(C(=O)OCC(=O)c2ccc[nH]2)cn1	-20%
O=C(C1COc2ccccc2O1)N1CCN(c2ccccn2)CC1 (stereo not drawn)	0%
COc1ccccc1NC(=O)C(C)OC(=O)C1CCN(S(=O)(=O)c2ccc(C)c(C)c2)CC1 (stereo not drawn)	-7%
Cc1ccc2c(c1)-n1c(nc3ccccc3c1=O)C(Cc1ccc(O)cc1)NC2=O (stereo not drawn)	2%
Cc1nc(SCC(=O)N(C)C2CCS(=O)(=O)C2)c2ccccc2n1 (stereo not drawn)	-28%
O=C(Cn1cnc2c(OCc3ccccc3)ncnc21)NCCCN1CCCC1=O	5%
Cc1ccc(C)c(S(=O)(=O)N2CCCCC2CCNC(=O)C(=O)NC2CC2)c1 (stereo not drawn)	-12%
CCCc1ccc(NC(C)C(=O)Nc2ccc(S(=O)(=O)N3CCOCC3)cc2)cc1 (stereo not drawn)	-17%
Cc1cc(C)c(NC(=O)C2CC(=O)N(C(C)C)C2)c(C)c1 (stereo not drawn)	-3%
COc1ccc(C(CNC(=O)CCNS(=O)(=O)c2ccc(C)cc2)N2CCOCC2)cc1 (stereo not drawn)	-9%
Cc1ccc(C(=O)NCc2ccccn2)cc1S(=O)(=O)N1CCOCC1	0%
CCC(C(=O)NCCc1ccccc1)c1ccccc1 (stereo not drawn)	13%
COc1ccc(NC(=O)COc2coc(CN3CCc4ccccc4C3)cc2=O)cc1	-7%
CCC(=O)c1ccc(OCC(=O)OCC(=O)c2c(N)n(C)c(=O)n(C)c2=O)cc1	45%[activator]
CC(C)(C)OC(=O)C[C@H]1C/C=C\C[C@H](CC(=O)N(CCO)Cc2ccccc2)C(=O)N2CCC[C@H]2COC1=O	-2%
Cc1cccc(NC(=O)CCc2nc3sc4c(c3c(=O)[nH]2)CCCC4)c1	3%
COc1ccc(NC(=O)CN2C(=O)NC3(CCCC3)C2=O)cc1S(=O)(=O)N1CCCCC1	1%
COc1ccccc1NS(=O)(=O)c1cccc(C(=O)NNC(=O)c2ccc(O)c(Cl)c2)c1	7%
Cc1ccc(NC(=O)CCNC(=O)Nc2ccccc2)cc1S(=O)(=O)N(C)C	-10%
NNC(=O)/C(=C\c1ccco1)NC(=O)c1ccco1	-9%
Cc1ccc(S(=O)(=O)N(C)C)cc1NC(=O)COC(=O)C1=COCCO1	2%
CC(=O)Nc1ccc(S(=O)(=O)NCC(=O)OCC(=O)NCc2ccco2)cc1	-10%
Cc1ccc(C(=O)N(CCc2ccccc2)Cc2ccccc2)cc1S(=O)(=O)N1CCCCC1	0%
CC1(CCBr)C(=O)N(c2ccccc2)c2ccccc21 (stereo not drawn)	-5%[2.29 µM]
NC(=O)c1ccc(OCC(=O)N2CCNC2=O)cc1	3%
O=C(CN1C(=O)NC2(CCCc3ccccc32)C1=O)Nc1cc(F)ccc1F (stereo not drawn)	-1%
O=C(CSc1ccc(-c2ccc(-n3cccn3)cc2)nn1)Nc1ccccc1F	0%
COc1ccc(CNC(=S)Nc2ccccc2F)cc1	2%
COc1ccc(NC(=O)c2ccc(CN3CCc4ccccc4C3)cc2)cc1OC	-3%
Cc1cc(C)c(C(=O)CN2C(=O)C(=O)N(C3CCCC3)C2=O)cc1C	-5%
CCOC(=O)C1CCCN(C(=O)c2ccc3ncsc3c2)C1 (stereo not drawn)	1%
COc1ccccc1CN(C)C(=O)c1ccc(S(=O)(=O)Nc2c(C)n(C)n(-c3ccccc3)c2=O)cc1	2%
CCc1cc2c(SCC(=O)NCC3CCCO3)ncnc2s1 (stereo not drawn)	4%
CN(C(=O)CSc1nnc(C2CC2)n1-c1ccccc1)C1CCS(=O)(=O)C1 (stereo not drawn)	-1%
Nc1ccn(CC(=O)NCc2ccccc2)c(=O)n1	4%
Cc1ccc(CNC(=O)C(=O)NCCC2CCCCN2S(=O)(=O)c2ccccc2)cc1 (stereo not drawn)	-2%
CCOc1ccc(S(=O)(=O)N2CCCCC2)cc1NC(=O)C1=COCCO1	3%
CCCCn1c(N)c(N(CCOC)C(=O)c2ccc(NC3CC3)c([N+](=O)[O-])c2)c(=O)[nH]c1=O	-8%
NS(=O)(=O)c1ccc(Nc2c([N+](=O)[O-])cncc2[N+](=O)[O-])cc1	5%[2.29 µM]
Cc1cccc(NS(=O)(=O)c2ccc3[nH]c(=O)oc3c2)c1C	10%
CC(C(=O)N1CCN(c2ccccc2)CC1)c1ccc([N+](=O)[O-])cc1 (stereo not drawn)	3%
C[C@@H]1CN([C@@H](C)CO)C(=O)c2cccc(NC(=O)C3CCCCC3)c2O[C@@H]1CN(C)C(=O)NC1CCCCC1	-8%
CCC(C)(C)C1CCC2(CC1)NC(=O)N(CC(=O)NC(C)CCc1ccccc1)C2=O (stereo not drawn)	3%
O=C(CSc1ncnc2sccc12)N1CCCCC1	5%
COc1ccc(-n2nnnc2CNC(=O)C2CC(=O)N(c3ccc(Cl)cc3)C2)cc1 (stereo not drawn)	-7%
COc1ccc(NC(=O)CN(C)C(=O)c2cc(S(=O)(=O)N(C)C)ccc2N2CCCC2)cc1	-4%
COc1cc2sc(-c3ccccc3OC)c(-c3ccc(O)cc3)c2cc1OC	-25%
Cc1cc(C(=O)OCC(=O)N(C)c2c(N)n(Cc3ccccc3)c(=O)[nH]c2=O)c(C)n1-c1ccccc1	-4%
CSCCC(NS(=O)(=O)c1ccccc1F)C(=O)NCc1cccnc1 (stereo not drawn)	-1%
Cc1cnc(C(=O)OCC(=O)NCc2cccc(Cl)c2)cn1	4%
Nc1c(N(Cc2ccco2)C(=O)c2cccc(F)c2)c(=O)[nH]c(=O)n1Cc1ccccc1	7%
COc1ccccc1CNC(=O)C(=O)NCCC1CCCCN1S(=O)(=O)c1ccccc1 (stereo not drawn)	-11%
CC(=O)N1CCN(c2ncnc3ccccc23)CC1	-1%
O=C(O)CN1CCN(C(c2ccccc2)c2ccccc2)CC1	2%
Fc1ccccc1-c1cc2ncccc2cn1	8%
CC(=O)N1CCN(c2ccc(NC(=O)c3ccc(F)cc3)cc2)CC1	-2%
CCC(=O)c1cn(CC(=O)Nc2cccc(C)c2)c2ccccc12	4%[2.29 µM]
CC(C)(C)n1cnc2cc(NC(=O)c3ccccc3)ccc21	-2%
COc1cc(C)c(C(C)C)cc1S(=O)(=O)NC1CC(C)(C)NC(C)(C)C1	5%
O=C(O)C1CCN(c2ccc(S(=O)(=O)N3CCCCC3)cc2[N+](=O)[O-])CC1	3%

Going on with the list:
SMILES	L3MBTL1 block
O=C(CN1CCc2ccccc2C1)Nc1ccc(F)cc1	1%
Cc1nnc(NC(=O)c2ccc3nccnc3c2)s1	-6%
Cc1ccc(NS(=O)(=O)c2ccc(C(=O)Nc3nncs3)cc2)cc1	-4%
COc1ccc(C(=O)CN2C(=O)NC3(CCCCCC3)C2=O)c(OC)c1	5%
COc1ccc(CCNC2CCC(c3ccccc3)CC2)cc1 (stereo not drawn)	10%
O=Cc1coc2ccc3ccccc3c2c1=O	-9%
COc1ccc(C(CNC(=O)c2cccc(S(=O)(=O)NCc3ccccc3)c2)N2CCOCC2)cc1 (stereo not drawn)	-10%
CN1C(=O)C(=O)/C(=C(/O)c2ccccc2)C1c1ccc([N+](=O)[O-])cc1 (stereo not drawn)	9%
CC1CCC(CN2CCN=C2Nc2ccccc2)CC1 (stereo not drawn)	4%
Cc1ccc(C)c(OCC(=O)Nc2ccncc2)c1	-2%
C[C@@H]1CN([C@@H](C)CO)C(=O)c2cc(NC(=O)CCN3CCOCC3)ccc2O[C@@H]1CN(C)C(=O)Nc1ccccc1	6%
CC1CC(C)CN(C(=O)c2ccc(C(=O)c3ccccc3)cc2)C1 (stereo not drawn)	6%
Cc1ccnc(NC(=O)CSc2ccc3c(c2)OCCO3)c1	7%
CCCNC(=O)C(CC)NC(=O)c1cccc([N+](=O)[O-])c1 (stereo not drawn)	-4%
CCc1ccc(OCC(=O)NNC(=O)Cc2c(F)cccc2Cl)cc1	-1%
CC1(NC(=O)CCNC(=O)c2ccc(C(C)(C)C)cc2)CCS(=O)(=O)C1 (stereo not drawn)	3%
COc1ccc(C(=O)NCC(=O)N2CCN(C(=O)c3ccco3)CC2)cc1[N+](=O)[O-]	-4%
O=C(c1cc2cc(Cl)ccc2[nH]1)N1CCCCC1	3%
O=C(O)C1C2C=CC(C2)C1C(=O)NCc1cccc(Cl)c1 (stereo not drawn)	5%
CCN(Cc1ccc(OC)c(F)c1)C(C)C(=O)Nc1ccc(S(=O)(=O)N2CCCC2)cc1 (stereo not drawn)	-3%
COc1cccc(C(=O)NCCS(=O)(=O)NCCc2ccccc2)c1	-1%
CC(=O)N1CCN(S(=O)(=O)c2cccc(C(=O)N(C)Cc3ccc(C)o3)c2)CC1	5%
CC(C)CCN(C(=O)CCSc1ccc(F)cc1)c1c(N)n(Cc2ccccc2)c(=O)[nH]c1=O	-15%
O=C(Cc1ccc(Br)cc1)NCc1ccccc1	43%[activator]
Cc1c(S(=O)(=O)Nc2ccc(Br)cc2)c(=O)n(C)c(=O)n1C	-1%
COc1cc(C(=O)Oc2ccc(C(=S)N3CCOCC3)cc2)cc(OC)c1OC	-2%
C=CCN(c1ccc(C(=O)NCCSc2ccccc2)cc1)S(C)(=O)=O	8%
O=C(CCCCCl)Nc1c2c(nc3ccccc13)CCC2	1%
CCc1noc(C)c1C(=O)N(CC)c1nc2c(C)cccc2s1	24%
CC1(C)Cc2ccccc2C(=NC(Cc2c[nH]c3ccccc23)C(=O)O)N1 (stereo not drawn)	34%[activator]

Part of the list above in order of count of non-hydrogen atoms, high to low.
SMILES	L3MBTL1 block
COc1cccc(C(=O)NCCS(=O)(=O)NCCc2ccccc2)c1	-1%
Cc1c(S(=O)(=O)Nc2ccc(Br)cc2)c(=O)n(C)c(=O)n1C	-1%
O=C(CCCCCl)Nc1c2c(nc3ccccc13)CCC2	1%

Of the compounds above, these contain a thiophene ring, fused or not.
SMILES	L3MBTL1 block
Cc1cccc(NC(=O)CCc2nc3sc4c(c3c(=O)[nH]2)CCCC4)c1	3%
CCc1cc2c(SCC(=O)NCC3CCCO3)ncnc2s1 (stereo not drawn)	4%
O=C(CSc1ncnc2sccc12)N1CCCCC1	5%
COc1cc2sc(-c3ccccc3OC)c(-c3ccc(O)cc3)c2cc1OC	-25%

(listing goes on)
SMILES	L3MBTL1 block
Cc1cccc(NC(=O)C(C)Sc2nnc(-c3cccnc3)o2)c1 (stereo not drawn)	-3%
CC(=O)N(C)c1ccc(NC(=O)CCN2C(=O)c3ccccc3C2=O)cc1	-3%
CC(C)CCNC(=O)c1onc(CSc2nc3ccccc3[nH]2)c1C(=O)NCCC(C)C	7%
N#C/C(=C/c1cc(Cl)c(O)c(Cl)c1)C(=O)N1CCCCC1	10%
O=C(NCCSc1ncc(-c2ccc(F)cc2)[nH]1)c1ccco1	-1%
CCCC(=O)Nc1cc(-c2nc3ncccc3o2)ccc1Cl	-3%
Cc1ccc(NS(=O)(=O)c2cccc(C(=O)NCCCn3ccnc3)c2)cc1	-1%
COc1ccccc1C1NC(=O)NC(C)=C1C(=O)OC1CCCC(C)C1 (stereo not drawn)	-5%
COc1ccc(/C=C/C(=O)OCC(=O)NC2CCCC2)c(OC)c1	5%
N#Cc1cccc(S(=O)(=O)NCC(=O)OCC(=O)NCc2ccccc2)c1	-2%
CC(=O)Nc1cccc(C(=O)OCC(=O)c2ccc3c(c2)OCO3)c1	-4%
O=C(OCC(=O)N1CCCC1)c1cc2c(cc1[N+](=O)[O-])OCCO2	0%
COc1ccc(N(C)S(=O)(=O)c2cccc(C(=O)OCC(=O)c3c(N)n(C)c(=O)n(C)c3=O)c2)cc1	-2%
CC(=O)c1c(C)[nH]c(C(=O)OCC(=O)Nc2ccc3c(c2)OCCO3)c1C	-3%
CC(C)(C)[C@H]1COC(=O)CCCC/C=C\C[C@H](CC(=O)N(CCO)Cc2ccccc2)C(=O)N1	2%

5 records picked at random from the list so far, as already listed:
SMILES	L3MBTL1 block
Cc1cccc(NC(=O)C(C)Sc2nnc(-c3cccnc3)o2)c1 (stereo not drawn)	-3%
N#C/C(=C/c1cc(Cl)c(O)c(Cl)c1)C(=O)N1CCCCC1	10%
CCCC(=O)Nc1cc(-c2nc3ncccc3o2)ccc1Cl	-3%
O=C(OCC(=O)N1CCCC1)c1cc2c(cc1[N+](=O)[O-])OCCO2	0%
Cc1ccc(NS(=O)(=O)c2cccc(C(=O)NCCCn3ccnc3)c2)cc1	-1%

The list goes on.
SMILES	L3MBTL1 block
O=S(=O)(Nc1cccc(S(=O)(=O)N2CCCCCC2)c1)c1ccc(F)cc1F	-3%
CCc1noc(C)c1C(=O)Nc1ccc(S(=O)(=O)N2CCC(C)CC2)cc1	11%
O=C(c1ccc(Cl)cc1)N1CCN(S(=O)(=O)/C=C/c2ccccc2)CC1	1%
COc1ccc(CCNC(=O)COC(=O)c2ccccn2)cc1	7%
COC(=O)c1ccc(S(=O)(=O)N2CCc3ccccc3C2)cc1	-1%

These rows are one share of the data; rates above refer to the full screens.
